Source: PubChem (Broad Institute)
LGR2 inh = inhibitors of bursicon-induced LGR2 CRE-luciferase signal, primary screen, cell-based, HEK293, CRE-luciferase reporter, bursicon stimulation; Drosophila bursicon receptor LGR2 (rickets); 380,000 tested, 0.35% active; bursicon-stimulated, 4 h; inhibition, % at 9.99 µM;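 active means drop in luminescence signal, shown as inhibition above about 50% in the replicate tests, limit read from the data, passing the limit was not always enough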;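 further: agonist challenge used bursicon conditioned medium at about half maximal strength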
Numbers without * were called inactive.

SMILES | LGR2 inh
COc1ccc(OC)c2[nH]c(=O)c(CCNS(=O)(=O)c3ccccc3)cc12 | 0
O=C1c2ccccc2NC(c2c(Cl)cccc2Cl)N1Cc1ccccc1 (centres undefined) | 5
CN1c2ccccc2C(C)(C)C12C=Nc1c(ccc3ccccc13)O2 (centres undefined) | 16
COc1cc(NC(=O)C(=O)NNC(=O)C2CCCCC2)c(OC)cc1Cl | 16
O=C(OC(C(=O)Nc1ccc(Cl)cc1C(F)(F)F)c1ccccc1)C1=COCCO1 (centres undefined) | -12
Cc1nnc(SCc2nc3ccccc3[nH]2)s1 | 23
C=CCn1c(SCC(=O)Nc2cccnc2Cl)nnc1-c1ccc(Cl)cc1 | 14
Cc1ccc(C(=O)c2ccc(N3CCN(C)CC3)c([N+](=O)[O-])c2)cc1 | -17
Cc1c(O)c(S(=O)c2ccccc2)c(=O)n(-c2ccccc2)c1-c1ccccc1 (centres undefined) | -12
CC(=O)Oc1ccc(Cl)cc1/C=C/c1ccc2ccccc2n1 | -77
O=[N+]([O-])/C(=C\Nc1ccccc1)S(=O)(=O)c1ccccc1 | -13
Clc1nccnc1-c1ccccc1 | -4
COc1ccc(C(=O)OCC(=O)c2ccc(C3CCCCC3)cc2)cc1 | 19
c1csc(COc2ccccc2CNC2CCCCC2)c1 | -6
COc1ccc(/C=N/NC(=O)OC(C)(C)C)cc1OC | 4
COc1ccc(C(=O)NC2(C(F)(F)F)NC(=O)N(CCCc3ccccc3)C2=O)c(OC)c1OC (centres undefined) | 15
Cc1ccc2c(c1)c(C)cc[n+]2Cc1ccccc1 | 0
CCOc1ccccc1OCCn1ncc2ccc(OC)c(OC)c2c1=O | -12
C=CCOC(=O)C1=C(C)NC(SCC(=O)Nc2nccs2)=C(C#N)C1c1cccs1 (centres undefined) | -13
Cn1c(=O)c2ncn(CC(=O)NC3CCCCCC3)c2n(C)c1=O | 13
CNc1cc([N+](=O)[O-])ccc1N/C=C/C(=O)c1ccc2c(c1)OCO2 | -8
CCN(CC)CC(C(=O)N(CC)CC)P(=O)(c1ccccc1)c1ccccc1 (centres undefined) | -2
Cc1nnc(SCc2cc(=O)oc3cc(O)ccc23)n1Cc1ccccc1 | 10
Cc1ccc2cc(CCNC(=O)c3ccc(Br)o3)c(=O)[nH]c2c1 | 10
CCOc1ccccc1NC(=O)COC(=O)C(CC(C)C)N1C(=O)C2CC=CCC2C1=O (centres undefined) | -8

Quoted from above for reference:
SMILES | LGR2 inh
CCN(CC)CC(C(=O)N(CC)CC)P(=O)(c1ccccc1)c1ccccc1 (centres undefined) | -2
Cc1nnc(SCc2cc(=O)oc3cc(O)ccc23)n1Cc1ccccc1 | 10
Cc1ccc2cc(CCNC(=O)c3ccc(Br)o3)c(=O)[nH]c2c1 | 10
CCOc1ccccc1NC(=O)COC(=O)C(CC(C)C)N1C(=O)C2CC=CCC2C1=O (centres undefined) | -8

Single values from the entries so far:
LGR2 inh with `CC(=O)Oc1ccc(Cl)cc1/C=C/c1ccc2ccccc2n1` = -77
LGR2 inh with `O=[N+]([O-])/C(=C\Nc1ccccc1)S(=O)(=O)c1ccccc1` = -13

Next structures:
SMILES | LGR2 inh
c1ccc(-c2ccccc2OCCN2CCCCC2)cc1 | -15
COc1ccc2nc(N3C(=O)/C(=C/c4ccc(Cl)cc4)NC3=S)sc2c1 | 15
CC(C)NC(=O)Nc1ccc2c(c1)C(=O)N([C@H](C)CO)C[C@@H](C)[C@H](CN(C)Cc1ccncc1)OCCCC[C@H](C)O2 | -22
CCC(=O)N1CC2(CCN(Cc3ccncc3)CC2)c2c(n(C)c3cc(OC)ccc23)[C@@H]1CO | -11
O=C(CN1C(=O)c2ccccc2C1=O)Nc1sc2c(c1C(=O)NCc1ccco1)CCCC2 | 0
C[C@@H]1CCCCO[C@@H](CN(C)C(=O)Nc2ccccc2)[C@@H](C)CN([C@@H](C)CO)C(=O)c2cc(NC(=O)Nc3ccc(F)cc3)ccc2O1 | -2
CCn1cc(/C=N\NC(=O)Cc2ccc([N+](=O)[O-])cc2)c(C)n1 | -4
Cc1nnc(SCC(=O)NC(=O)NCc2ccco2)n1Cc1ccccc1 | 18
CC(=O)Nc1ccc(S(=O)(=O)NCC(=O)OCc2cc(=O)oc3ccc4ccccc4c23)cc1 | 22
CC(Oc1ccc(Cl)cc1)C(=O)NCCN1C(=O)S/C(=C\c2cccnc2)C1=O (centres undefined) | 0
Cc1c(Br)c([N+](=O)[O-])nn1CCCC(=O)Nc1sc2c(c1C#N)CCC2 | 11
COc1ccc(C2Nc3ccccc3C(=O)N2c2ccc(C)cc2)cc1COc1ccccn1 (centres undefined) | -25
CCn1c(O)c(N=NC(=O)C2C(=O)NCC2c2ccccc2)c2ccccc21 (centres undefined) | -21
O=C(OCc1nnc(-c2ccccc2)o1)C1=COCCO1 | -8
Cc1nc2cc(C(=O)OCC(=O)NC34CC5CC(CC(C5)C3)C4)ccc2n1-c1ccccc1 | -26
O=C(COC(=O)Cc1c[nH]c2ccccc12)Nc1cccc2ccccc12 | 12
Cc1ccc(-c2nc(N=Nc3ccc(O)cc3)n[nH]2)cc1 | 2
COc1ccc2c3c([nH]c2c1)[C@H](CO)N(C(=O)CN1CCOCC1)CC31CCN(C(C)=O)CC1 | -5
Cc1nc2sccn2c1-c1nc(-c2cc3ccccc3o2)cs1 | 30
C[C@@H]1CN([C@@H](C)CO)C(=O)c2cc(NC(=O)Nc3ccc(C(F)(F)F)cc3)ccc2O[C@@H](C)CCCCO[C@H]1CN(C)C(=O)Nc1ccccc1 | -5
Cc1ccc(Sc2c(C)nn(C(=O)C3CC3)c2C)cc1 | 8
COC(=O)c1cc(-c2cccc(OC)c2)on1 | 15
CCCNC(=O)N1CC2(C1)CN(C(=O)CC)[C@@H](CO)c1[nH]c3cc(OC)ccc3c12 | -9
Cn1cnnc1SCC(=O)Nc1ccc2nc(SCc3cccc4ccccc34)sc2c1 | -4
COc1ccc(-c2cc(-c3cccs3)c(C#N)c(SCC(=O)NCc3ccccc3)n2)cc1 | -1

Ordered by count of non-hydrogen atoms (largest number first): some entries from above.
SMILES | LGR2 inh
COc1ccc(-c2cc(-c3cccs3)c(C#N)c(SCC(=O)NCc3ccccc3)n2)cc1 | -1
Cc1c(Br)c([N+](=O)[O-])nn1CCCC(=O)Nc1sc2c(c1C#N)CCC2 | 11
O=C(OCc1nnc(-c2ccccc2)o1)C1=COCCO1 | -8

Next part:
SMILES | LGR2 inh
COc1ccc(-c2csc(Nc3ccc(S(=O)(=O)Nc4cc(OC)nc(OC)n4)cc3)n2)cc1 | -3
O=C(N/N=C/c1ccc(Br)s1)c1cccc([N+](=O)[O-])c1 | -11
CC1(C)CC(=O)C2=C(C1)OC1=C(C2)C(=O)CC(C)(C)C1 | -5
O=C1CC(O)(C(F)F)Oc2ccc3ccccc3c21 (centres undefined) | -3
Nc1ccccc1C(=O)NCc1ccc(Cl)cc1 | 5
COC(=O)c1ccc(C)c(NC(=O)CCSc2ccc(Cl)cc2)c1 | 27
COCc1cc(C)nc2sc3c(=O)oc(C)nc3c12 | 3
COC(=O)c1c(-c2ccc(C)cc2)csc1NC(=O)C1CC=CCC1C(=O)O (centres undefined) | -23
O=C(Nc1nnc(-c2ccccc2)s1)c1cccc(S(=O)(=O)N2CCOCC2)c1 | -27
O=C(CCCN1C(=O)c2cccc3cccc(c23)C1=O)N1CCN(c2ccccn2)CC1 | 7
CCOC(=O)c1c(C)n(C)c2ccc(OCC(O)CNC(CC)CO)cc12 (centres undefined) | 29
OC(c1ccccn1)c1c[nH]c2ccccc12 (centres undefined) | 2
Cc1csc(-c2cnn(-c3ccccc3)c2NC(=O)c2ccc(C(F)(F)F)cc2)n1 | -8
Cc1ccccc1NC(=S)N(CCCN1CCC(C)CC1)Cc1ccco1 | 5
CCCNC(=O)c1c[nH]c2ccc(S(=O)(=O)N(C)c3ccc(OCC)cc3)cc2c1=O | 25
CCOCC(=O)Nc1cc([N+](=O)[O-])ccc1C | -9
N=c1n(CC(=O)c2ccc([N+](=O)[O-])cc2)c2ccccc2n1Cc1ccccc1Cl | -19
CC(=O)c1ccc(Oc2cc(C)nc(NCc3ccccc3)n2)cc1 | 16
Cc1cccc(C)c1NC(=O)COC(=O)C1Cc2ccccc2CN1C(=O)c1ccccc1 (centres undefined) | -6
O=C(NCc1ccco1)/C(=C\c1ccco1)NC(=O)c1ccc(Br)o1 | -14
COc1ccc(-c2nn(-c3ccccc3)cc2C2CC(c3cccs3)=NN2C(=O)CCCC(=O)O)cc1 (centres undefined) | 6
CC(C)NC(=O)N1CCCCN2[C@H](CO)[C@H](c3ccc(C#C[C@H](C)O)cc3)[C@H]2C1 | -9
Cc1ccc(-c2nnc(N)o2)cc1 | 20
Cc1ccc(CNC(=O)C2c3ccccc3C(=O)N(C)C2c2c[nH]c3ccccc23)o1 (centres undefined) | -5
CC(C)(C)C(=O)Cn1c(=O)n(CC2CCCO2)c(=O)c2ccccc21 (centres undefined) | 0
(next part)
SMILES | LGR2 inh
Clc1ccc(OCCCn2ccnc2)c(Br)c1 | -8
C=CCn1c(N)c(C(=O)OC(C)(C)C)c2nc3ccccc3nc21 | 2
CCc1cccc(CC)c1NC(=S)N1CCn2cccc2C1c1cccnc1 (centres undefined) | 6
Cc1cc(N/C=C\C(=O)c2ccc(Cl)c(Cl)c2)no1 | -28
Cc1c(F)cccc1NC(=O)CSCC(=O)Nc1ccccc1 | 11
COc1ccc2c3c(n(C)c2c1)[C@@H](CO)N(C(=O)c1cnccn1)CC31CCN(C)CC1 | 2
O=C(c1ccc(S(=O)(=O)c2ccccc2)cc1)N1CCCCCC1 | 7
Cc1ccc2cccc(N=Cc3c(C)[nH]n(-c4ccccc4)c3=O)c2n1 | 9
O=C(Nc1ccc(OC(F)(F)F)cc1)Nc1cccc([N+](=O)[O-])c1 | -16
Cc1ccc2nc(/C(C#N)=C\c3ccc(N4CCOCC4)o3)[nH]c2c1 | -57
CCC(=O)N1CC2(C1)CN(Cc1ccc(OC)cc1)[C@H](CO)c1[nH]c3cc(OC)ccc3c12 | 18
Cc1ccc2nc(-c3ccc(SCC(=O)Nc4nnc(C)s4)nc3)[nH]c2c1 | -16
Cc1ccc(C(=O)NCc2ccccn2)c(Cl)c1 | -23
CCn1c(C)cc(/C=C2/NC(=O)N(CC(=O)Nc3cccc(C)c3)C2=O)c1C | -11
CC(C)C#Cc1ccc([C@H]2[C@H]3CN(C(=O)NC(C)C)CCCCN3[C@H]2CO)cc1 | 28
Cc1ccc(C=Nc2ccccc2C(=O)Nc2ccccc2)cc1 | 22
Cc1cc([N+](=O)[O-])ccc1NC(=S)NC(=O)C(c1ccccc1)c1ccccc1 | 11
c1ccc2c(CSCCc3ccncc3)cccc2c1 | -11
CCOC(=O)C(C)Sc1nc(C2CC2)cc(C(F)(F)F)c1C#N (centres undefined) | 2
Oc1ccc(C=Nc2ccccc2-c2nc3ccccc3[nH]2)cc1 | -94
COCC(=O)N1CC2(C1)CN(Cc1cccc(OC)c1)[C@H](CO)c1[nH]c3cc(OC)ccc3c12 | 2
Cc1ccc(Nc2nnc(SCC(=O)Nc3ncc(S(=O)(=O)c4ccc([N+](=O)[O-])cc4)s3)s2)cc1 | -42
Cc1cccc(-n2c(N)cc(=O)nc2SCC(=O)Nc2nnc(C)s2)c1 | -12
O=C(CNC(=S)N(Cc1ccccc1)Cc1cccnc1)NCCc1ccccc1 | 11
O=C(CNC(=O)c1cccc(OC(F)F)c1)OCc1cc(=O)n2cc(Br)ccc2n1 | -8

Six compounds drawn at random from the list so far, as already listed:
SMILES | LGR2 inh
COCC(=O)N1CC2(C1)CN(Cc1cccc(OC)c1)[C@H](CO)c1[nH]c3cc(OC)ccc3c12 | 2
O=C(CNC(=S)N(Cc1ccccc1)Cc1cccnc1)NCCc1ccccc1 | 11
Cc1cccc(-n2c(N)cc(=O)nc2SCC(=O)Nc2nnc(C)s2)c1 | -12
Cc1c(F)cccc1NC(=O)CSCC(=O)Nc1ccccc1 | 11
Cc1cc(N/C=C\C(=O)c2ccc(Cl)c(Cl)c2)no1 | -28
Cc1cc([N+](=O)[O-])ccc1NC(=S)NC(=O)C(c1ccccc1)c1ccccc1 | 11

More entries follow:
SMILES | LGR2 inh
O=C(NN1CCOCC1)c1ccc(Cl)cc1 | -2
O=C(CCN1C(=O)c2cccnc2C1=O)NC1CCCCCC1 | -6
CCCNC(=O)N1CCC2(CC1)CN(C(C)=O)[C@H](CO)c1c2c2ccc(OC)cc2n1C | -6
O=[N+]([O-])c1ccccc1S(=O)(=O)Oc1ccc(/C=N/n2cnnc2)cc1 | 12
Cc1ncc([N+](=O)[O-])n1CCOC(=O)c1cc(Cl)cc(Cl)c1N | -4
Cc1ccc(C)c(-n2nnnc2Sc2nc([N+](=O)[O-])nn2C)c1 | -8
CCC(CC)NC(=O)CON=C1c2ccccc2-c2ccccc21 | 7
Brc1ccc(/C=N/N2CCN(C3c4ccccc4-c4ccccc43)CC2)s1 | 8
O=C(CNC(=S)NC(=O)c1ccc(Br)o1)c1ccccc1 | -21
COc1ccc2c3c(n(C)c2c1)[C@H](CO)N(C(=O)NC(C)C)CC31CCN(C(C)=O)CC1 | -1
COc1ccc(C(=O)NC(=S)NNC(=O)c2cnccn2)cc1 | 2
CCCn1c(=O)c2ccccc2n2c(SCc3cc(=O)oc4ccc5ccccc5c34)nnc12 | -5
O=C(Cc1ccccc1)NN1C(=O)C2C3C=CC(C3)C2C1=O (centres undefined) | 8
Cc1ccc(C(=O)c2cc([N+](=O)[O-])ccc2N2CCOCC2)c(C)c1 | -11
CCCNC(=O)N1CC2(CN(S(=O)(=O)c3cccc(OC)c3)C2)c2c(n(C)c3cc(OC)ccc23)[C@H]1CO | 23
COc1ccc(Cl)c(Cn2c(NCCCN(C)C)nc3c2c(=O)n(C)c(=O)n3C)c1 | -13
Cc1nn(-c2ccccc2)c(C)c1/C=N/NC(=O)c1cc(C23CC4CC(CC(C4)C2)C3)[nH]n1 | 10
Cc1ccccc1-n1c(O)c(/C=C/C=Nc2ccccc2)c(=O)[nH]c1=O | -15
COc1ccc([C@H]2[C@H](C(=O)C(C)(C)C)N3N=Cc4ccccc4C3C23C(=O)OC(C)(C)OC3=O)cc1 (some centres undefined) | -10
CSc1nc(C)cc(C)c1C#N | -31
COc1ccc(N2C(=O)CSC2c2cccc(OC)c2OC)cc1 (centres undefined) | -6
CN(C)c1ccc(/C=N/NC(=O)C(=O)/C=C2\NC3(CCCC3)Cc3ccccc32)cc1 | -8
N#CC1=C(c2ccccc2)/C(=C/c2ccccc2)OC1=O | -12

An excerpt, so the mix of outcomes need not match the whole.
